# N370S GC mod – N370S glucocerebrosidase modulation, Gaucher chaperone candidate. P04062. N370S GC spleen homogenate, 4MU-glucoside fluorescence. AID 2101. Potency, µM (titrated, usually from 59.4 µM), without a hit: top-dose activity change, negative = inhibition, hits mostly inhibitors. 330,000 compounds, 0.092% hits;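 note: 0% = full enzyme activity and -100% = no enzyme basal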
# FEN1 inh – human FEN1 inhibition; P39748; Recombinant FEN1 flap cleavage, fluorescence, 15 min; Potency, µM (doses to about 114 µM), for inactives: top-dose activity change, negative = inhibition, actives largely listed as inhibitors; 390,000 compounds, 0.35% hits; note: nearly all actives have a fitted effect of over 65% in size
# Target sequence (P39748 whole entry, looked up): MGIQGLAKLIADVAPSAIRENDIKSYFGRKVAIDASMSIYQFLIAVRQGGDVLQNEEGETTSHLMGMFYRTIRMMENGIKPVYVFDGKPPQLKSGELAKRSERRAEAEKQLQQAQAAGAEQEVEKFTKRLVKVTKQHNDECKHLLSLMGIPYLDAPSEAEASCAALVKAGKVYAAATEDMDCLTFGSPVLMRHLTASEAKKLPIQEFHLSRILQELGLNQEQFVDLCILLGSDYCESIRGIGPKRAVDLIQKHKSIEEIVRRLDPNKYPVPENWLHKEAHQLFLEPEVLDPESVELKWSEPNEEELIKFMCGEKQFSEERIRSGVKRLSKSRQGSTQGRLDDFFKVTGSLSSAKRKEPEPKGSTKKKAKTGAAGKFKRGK
#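 Recombinant FEN1 (10 nM) was preincubated with pin-transferred compounds for 15 min at room temperature, then flap DNA substrate (50 nM final) was added. Plates were read at 0 and 15 min, and normalized concentration–response data were fitted to a four-parameter Hill equation.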
# DT40 TDP1 CPT – growth inhibition of DT40 Tdp1-/-;hTDP1 cells with camptothecin (screen for TDP1 inhibitors); chicken DT40 Tdp1-/-;hTDP1 cells + 20 nM CPT, ATP luminescence, 48 h; Potency, µM (top dose mostly 46.2 µM), inactives show top-dose activity change, negative = growth inhibition, actives largely listed as inhibitors; 420,000 compounds, 12% hits; note: nearly all actives have a fitted effect of over 55% in size
#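 Chicken DT40 Tdp1-/- cells stably complemented with human TDP1 were seeded at 400 cells/well in medium containing 20 nM camptothecin, exposed to pin-transferred compounds, and grown at 37 °C for at least 48 hr. Viability was read as ATP luminescence.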
# Active calls of the source: *; ? = inconclusive; . = not tested or not shown; & = joins results of further samples. Calls come from the whole dose curve; as a rule, active = well fitted curve in the direction sought with a large enough effect; inconclusive = small, poorly fitted or top-dose-only effect, or another doubt; inactive = no such curve, though single readings can be large; an effect the other way counts as inactive or inconclusive. Unless noted, % is set by controls: 0 for no effect and ±100 for the full control effect; potency is the fitted concentration of half-maximal effect. Not all compounds are listed; rates above refer to the full screens.
SMILES,N370S GC mod,FEN1 inh,DT40 TDP1 CPT
CCOC(=O)Cn1c(N)c(C(=O)OC)sc1=S,.,4%,-2%
C=C1[C@H](C)CN[C@H]1CCO,.,-5%,2%
Cc1ccc2nc(-c3ccc(Br)o3)oc(=O)c2c1,9%,-3%,?
O=C(/C=C/c1cccs1)NCc1cccs1,.,-10%,9%
CCOC(=O)c1cc(NC(=O)N(C)C2CCCCC2)c(C)nc1C,-4%,-2%,-5%
O=C(C1CCCCC1)N1CCCC(c2nc(-c3ccc(F)cc3)no2)C1 (stereo unspecified),2%,-3%,-29%
CN(CC(=O)NCc1ccc(F)cc1)S(=O)(=O)c1cccc2nsnc12,1%,-12%,2%
Cc1cc(C)c(N=Cc2c(O)n(-c3nccs3)c(=O)c3ccccc23)c(C)c1,7%,-5%,?
Cc1ccc(S(=O)(=O)NCc2ccco2)c(C)c1C,12%,8%,-26%
CNC(=O)c1ccc2c(c1)N=C(C)c1cc(C)ccc1S2,.,-4%,3.7µM*
Cc1ccc(-n2cc(C(=O)c3ccccc3O)cn2)cc1,0%,3%,-22%
CC(=O)c1c(O)cc(C)n(Nc2nc(C)cc(C)n2)c1=O,2%,-3%,18µM*
CS(=O)(=O)c1ccc(-c2sc3cc4c(cc3c2C(=O)NN2CCOCC2)OCO4)cc1,.,4%,?
COC(=O)c1cn(Cc2ccccc2C)nn1,13%,-1%,-26%
CC(=O)N(C)c1ccc(NC(=O)C(Sc2ccccc2)c2ccccc2)cc1 (stereo unspecified),-3%,-3%,-27%
COc1ccccc1N(CC(=O)N1CCN(c2ccccc2)CC1)S(=O)(=O)c1ccc(C)cc1,-6%,6%,18µM*
NC(=O)C1CCN(C(=O)c2cnn(-c3ccccc3)c2NC(=O)c2ccco2)CC1,5%,1%,-6%
Cc1nn(Cc2noc(C(=O)NCCc3ccccn3)n2)c(C)c1Br,-3%,4%,9%
CCN(CC)S(=O)(=O)c1ccc(Cl)c(NC(=O)COc2ccc(OC)cc2)c1,-18%,4%,-8%
CC1CCN(C(=O)COC(=O)c2cccc(NS(=O)(=O)c3ccccc3)c2)CC1,-13%,0%,-7%
O=C(N/N=C/c1ccccc1)c1ccc(-c2ccccc2)cc1,-9%,-6%,7%
O=[N+]([O-])c1ccc(/C=N/NC(=S)Nc2ccc(Cl)cc2Cl)s1,-5%,-21%,5.8µM*
COc1ccc(S(=O)(=O)N2CCCC(C(=O)Nc3cccc(C(C)=O)c3)C2)cc1 (stereo unspecified),13%,-4%,?
Cc1ccc(OCCCC(=O)Nc2ccc(N3CCOCC3)cc2)cc1,2%,6%,-18%
Cc1ccc(Cn2c(C(=O)NCc3ccccc3Cl)cc3sccc32)cc1,.,2%,?
CCOC(=O)CN(C(=O)CSc1nnc(-c2ccc(OC)c(OC)c2)o1)c1ccccc1,-6%,7%,?
Cc1cccc(NC(=O)CSc2nnc(Cn3nnc(-c4ccccc4)n3)n2-c2ccccc2)c1,19%,-15%,?
O=C(O)c1ccccc1SCC(=O)N1CCCCC1,-5%,-1%,2%
CCN1CCN(Cc2c(O)ccc3oc(C)c(C(=O)Nc4ccc(OC)c(Cl)c4)c23)CC1,.,12%,23µM*
COc1ccc(-n2c(Cc3cccn3C)nnc2SCC(=O)N2CCCc3ccccc32)cc1,-4%,-6%,?
Cc1ccc(Sc2ccc(NC(=O)CCl)cc2)cc1C,5%,6%,23µM*
O=C(c1cccnc1)N1CCN(C(=O)c2ccccc2F)CC1,23%,-1%,-16%
CCOC(=O)c1cc(=O)n(-c2ccc(Cl)cc2C)[nH]1,3%,-1%,6%
Cc1c(Cl)cccc1N=c1c([N+](=O)[O-])nn(-c2ccccc2)n1O,8%,-3%,-13%
C=CCOC(=O)C1=C[C@H](c2ccc(Br)cc2)C[C@H](OCc2ccc(CO)cc2)O1,.,-24%,-26%
COc1cc(CN2CCC(CO)(CCOc3ccccc3)CC2)cc(OC)c1,-9%,12%,-10%
N#CC1(NC(=O)CSc2nnc(-c3ccccc3F)n2N)CCCCC1,3%,14%,0%
COc1ccc(N2CCN(c3nc(-c4ccccc4F)nc4ccccc34)CC2)cc1,.,7%,21µM*
COc1cc(OC)cc(-c2c(-c3ccc(F)cc3)c3cc(-c4cnc(OC)nc4)ccc3n2C)c1,.,-12%,16µM*
Cc1ccc(NC(=O)/C(C#N)=C/c2cc(C)n(-c3ccc(Br)cc3)c2C)cc1C,.,-7%,4.6µM*
Nc1nc(F)cc(NCc2ccccc2)n1,-2%,15%,5%
CC(C)(C)c1ccc(C(=O)N2CCCCC2CCN2CCCCC2)cc1 (stereo unspecified),.,-2%,?
O=C(Nc1ccc(S(=O)(=O)Nc2nccs2)cc1)C1CC(=O)N(c2ccc(Cl)cc2)C1 (stereo unspecified),0%,-4%,8%
O=C(Nc1cccc(F)c1)N1CCC2(CCNCC2)CC1,-2%,.,-26%
CCc1cccc(CC)c1N(COC)C(=O)Cn1c(C)nc2ccccc21,.,-34%,?
COc1ccc2o/c(=N\O)c(C(=O)Nc3ccccc3OC)cc2c1,13%,6%,3.7µM*
COc1ccc(CCNC(=O)C(=O)NCC(c2ccco2)S(=O)(=O)c2ccccc2)cc1 (stereo unspecified),.,-2%,-14%
O=C(O)C(c1ccccc1)N1C(=O)/C(=C\c2ccc(-c3ccc(Br)cc3)o2)SC1=S (stereo unspecified),4%,20µM*,-25%
O=C(COC(=O)c1cc([N+](=O)[O-])ccc1N1CCOCC1)c1ccccc1Cl,-16%,-2%,-17%
Cc1cc(O)c(-c2ccno2)cc1Cl,9%,-3%,?
CCC[C@H](CN[C@@H](CNC)[C@H](C)CC)NCCc1cc(C(F)(F)F)cc(C(F)(F)F)c1,-13%,-19%,12µM*
COc1ccc(NC(=O)CCCNC(=O)Cn2cnc3sc(C)c(C)c3c2=O)cc1Cl,-4%,-4%,-8%
CN(C)/C=C/C1=C([N+](=O)[O-])C(c2cccc([N+](=O)[O-])c2)NC(=O)N1 (stereo unspecified),-10%,-1%,-2%
CCOc1ccc(-c2nc(SCC(=O)NCCOC)c(-c3ccc(OC)c(OC)c3)[nH]2)cc1,.,0%,-25%
COc1ccccc1C(=O)Nc1ccnn1C1CCN(Cc2ccccc2OCCO)CC1,-6%,-2%,-25%
N#C/C(=C/c1ccc(N2CCCCCC2)o1)c1ccc(F)cc1,.,-13%,5.2µM*
Clc1ccccc1-c1ccc2ncnc(NCc3cccs3)c2c1,-3%,-2%,.
COc1cc(/C=N/NC(=O)c2cccc(NC(=O)c3ccccc3)c2)ccc1O,-18%,-21%,-11%
Cc1nn(-c2cccc3cccnc23)c(=O)c2ccccc12,4%,7%,-13%
O=C(N/N=C/c1cccs1)c1n[nH]c2c1CCCC2,13%,1%,?

# Profiles, looked up by structure. Order of values: N370S GC mod	FEN1 inh	DT40 TDP1 CPT
# Listed for `COc1ccc(NC(=O)CCCNC(=O)Cn2cnc3sc(C)c(C)c3c2=O)cc1Cl` : -4%	-4%	-8%
# Listed for `N#C/C(=C/c1ccc(N2CCCCCC2)o1)c1ccc(F)cc1` : .	-13%	5.2µM*
# Listed for `O=C(N/N=C/c1cccs1)c1n[nH]c2c1CCCC2` : 13%	1%	?

# (next part)
SMILES,N370S GC mod,FEN1 inh,DT40 TDP1 CPT
Cc1cccc(-n2c(Cc3ccccc3)nnc2SCC(=O)N2CCOCC2)c1,1%,1%,-6%
Cc1cc(C(=O)NCc2ccccc2Cl)n(-c2ccccc2)n1,12%,6%,?
CC(C)CN(C(=O)C1CCCO1)C1CCS(=O)(=O)C1 (stereo unspecified),-1%,-14%,-6%
Cc1ccc(Nc2nnc(-c3ccncc3)s2)c(Br)c1,9%,1%,7%
Cc1cccc2[nH]cc(/C=C3/C=Nc4ccccc43)c12,.,-4%,7.9µM*
COc1cccc(OCCSc2nc(C)c(Cc3ccccc3)c(=O)[nH]2)c1,5%,5%&-1%,?
O=C(Cc1ccccc1)Nc1ccc(NC(=O)c2ccc(Br)cc2)cc1,4%,19%,11%
O=C(CN1c2ccccc2S(=O)(=O)c2ccccc21)Nc1ccccc1F,-20%,-3%,0%
Cn1c(SCC(=O)NC(=O)Nc2ccccc2)nnc1-c1ccncc1,6%,-1%,-8%
O=S(=O)(Cc1cc(Cl)nc(-c2ccccc2)n1)c1ccccc1,3%,-21%,-12%
O=c1[nH]c2cc(Cl)c(Cl)cc2o1,.,-5%,-13%
O=C(Cn1c(=O)n(-c2ccc(Cl)cc2)c(=O)c2oc3ccccc3c21)Nc1ccccc1,.,-2%,?
CC(C)OC(=O)C(C(=O)C(F)(F)F)c1cc(NS(=O)(=O)c2ccc3c4c(cccc24)C(=O)N3)ccc1O (stereo unspecified),.,2%,12µM*
CC(=O)c1c(C)[nH]c(C(=O)OCC(=O)Nc2sc3c(c2C#N)CCC(C)C3)c1C (stereo unspecified),-9%,-7%,?
CCN(C(=O)N1CCOCC1)c1ccccc1,-6%,3%,8%

# By substructure, the entries above containing a CF3 group.
SMILES,N370S GC mod,FEN1 inh,DT40 TDP1 CPT
CCC[C@H](CN[C@@H](CNC)[C@H](C)CC)NCCc1cc(C(F)(F)F)cc(C(F)(F)F)c1,-13%,-19%,12µM*
CC(C)OC(=O)C(C(=O)C(F)(F)F)c1cc(NS(=O)(=O)c2ccc3c4c(cccc24)C(=O)N3)ccc1O (stereo unspecified),.,2%,12µM*

# Other results follow.
SMILES,N370S GC mod,FEN1 inh,DT40 TDP1 CPT
Cc1cc(N2CCOCC2)ccc1/C=C1\NC(=O)N(Cc2ccccc2F)C1=O,2%,1%,?
Cc1ccc(C)c(-c2ccc(=O)n(Cc3c(F)cccc3Cl)n2)c1,?,-25%&0%,?
Clc1ccc(C=NN2CCCCCC2)cc1Cl,.,11%,3%
CCNc1ncc2nc(C)c(=O)n(-c3ccc(OC)cc3)c2n1,2%,.,?
CC(C)CN(CC(C)C)c1nnc(NC(=O)Cn2c(=O)oc3ccccc32)s1,-1%,1%,?
O=C(/C=C/c1cn(-c2ccccc2)nc1-c1cccc(Cl)c1)N1CCN(c2ccccn2)CC1,-23%,-14%,?
O=C1CS(=O)(=O)c2ccccc2N1,5%,13%,1%
O=C(NCc1cccc(Cl)c1)C1CCC(=O)N(CCCN2CCCC2=O)C1 (stereo unspecified),-12%,18%,7%
CC(=O)N1c2ccc(S(=O)(=O)N3CCCCCC3)cc2CC1C(=O)NCc1cccc(F)c1 (stereo unspecified),.,0%,?
O=C(COc1ccccc1)Nc1ccc(Cl)cn1,-2%,-1%,0%
CCOC(=O)c1c(NC(=O)c2cc(=O)c3ccc(C)cc3o2)sc(C)c1C,.,11%,-9%
CN(C)CCCNC(=O)c1cc(C(=O)c2ccccc2F)c[nH]1,-10%,-3%,-12%
CCOc1ccc2nc3cc(N)ccc3c(N)c2c1,-13%,.,?
CCOC(=O)n1c(=O)n(Cc2ccc(Cl)cc2Cl)c2ccccc21,14%,-15%,?
Cc1c(N=C2NN=C(c3ccc(Cl)cc3)CS2)c(=O)n(-c2ccccc2)n1C,5%,-4%,?
CCc1ccc(NC(=O)c2cc(S(=O)(=O)N3CCCC(C)C3)cn2C)cc1 (stereo unspecified),.,-3%,0%
Cc1cc(C)c2ccc(=O)n(CC(=O)N/N=C/c3ccccc3Cl)c2n1,?,-2%,3%
CC1(/[N+]([O-])=C/c2ccc(Cl)cc2Cl)CCCCC1=O (stereo unspecified),3%,-3%,2%
NC(=O)c1ccc(NC(=O)CSC2=Nc3ccccc3C3CC=NN23)cc1 (stereo unspecified),16%,-15%,9.2µM*
Cc1cccc(-c2nc(=S)c3c(o2)CCCC3)c1,26%,-6%,?
COc1ccc(NC(=S)N2CCC(NC(=O)c3ccc(OC)cc3)CC2)cc1,5%,4%,-26%
COc1cc(C2C(=O)N(C3CCCCCC3)CC(=O)N2CCc2ccccc2)ccc1OC(C)C (stereo unspecified),.,-7%,16µM*
Cc1cccc(NS(=O)(=O)c2nnc(NC(=O)CC(C)C)s2)c1,5%,-5%,9%
Cc1scc(C(=O)N/N=C/c2ccc(OC(C)C)cc2)c1C,3%,-8%,?
COC(=O)c1c(-c2ccc(SC)cc2)sc2ccccc12,.,-17%,-4%
Cc1c(Cl)cccc1NC(=O)Cc1ccc([N+](=O)[O-])cc1,3%,-2%,-20%
COc1ccc(COC(=O)C2=C(C)NC(=O)NC2c2ccccc2F)cc1 (stereo unspecified),-11%,0%,?
CCOC(=O)C1CCN(c2cc(=O)n(Cc3ccc(F)cc3)c(=O)[nH]2)CC1,7%,-9%,-4%
Cc1onc(-c2ccc(Cl)cc2Cl)c1-c1csc(N/N=C/c2ccccc2Cl)n1,-1%,7%,?
Cc1ccc(N2C(=O)CC(Sc3ncn[nH]3)C2=O)cc1C (stereo unspecified),-20%,1%,4.6µM*
Cc1ccc(CNC(=O)CSc2nc(C)cs2)cc1,-5%,-5%,-5%
CC(C)N1CCN(c2ccc(S(=O)(=O)N3CCOCC3)cn2)CC1,1%,19%,0%

# Compound activity deposited in PubChem by National Center for Advancing Translational Sciences (NCATS).
